Compound activity: PubChem BioAssay, several laboratories
Vc quorum ag: inducers of Vibrio cholerae quorum light production without autoinducers. V. cholerae BH1578 lux reporter, luminescence, 6 h. activation, % at 18.7 µM. 350,000 compounds, 0.16% hits. AID 588436; in the data active means activation mostly above about 9.7%, no sharp cut-off; further: not every result past the cut was called active; inactives centre near 0; reference of the scale not given here
Rv3671c protease: inhibitors of M. tuberculosis serine protease Rv3671c; P9WHR9; inhibition, % at 5.96 µM; 320,000 compounds, 0.048% hits; in the data active means inhibition above about 38%;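 further: extracellular domain of Rv3671c used as enzyme; 0% = enzyme with DMSO and 100% = no enzyme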
Anthrax LF inh2: inhibitors of Bacillus anthracis lethal factor protease | P15917 | inhibition, % at 10 µM | 360,000 compounds, 0.12% hits | AID 588501 | multiplex microsphere protease cleavage assay, LF; in the data active means inhibition above about 30%; further: plate controls were buffer without enzyme for full effect and enzyme alone for no effect
Target sequence (P15917 whole entry, looked up): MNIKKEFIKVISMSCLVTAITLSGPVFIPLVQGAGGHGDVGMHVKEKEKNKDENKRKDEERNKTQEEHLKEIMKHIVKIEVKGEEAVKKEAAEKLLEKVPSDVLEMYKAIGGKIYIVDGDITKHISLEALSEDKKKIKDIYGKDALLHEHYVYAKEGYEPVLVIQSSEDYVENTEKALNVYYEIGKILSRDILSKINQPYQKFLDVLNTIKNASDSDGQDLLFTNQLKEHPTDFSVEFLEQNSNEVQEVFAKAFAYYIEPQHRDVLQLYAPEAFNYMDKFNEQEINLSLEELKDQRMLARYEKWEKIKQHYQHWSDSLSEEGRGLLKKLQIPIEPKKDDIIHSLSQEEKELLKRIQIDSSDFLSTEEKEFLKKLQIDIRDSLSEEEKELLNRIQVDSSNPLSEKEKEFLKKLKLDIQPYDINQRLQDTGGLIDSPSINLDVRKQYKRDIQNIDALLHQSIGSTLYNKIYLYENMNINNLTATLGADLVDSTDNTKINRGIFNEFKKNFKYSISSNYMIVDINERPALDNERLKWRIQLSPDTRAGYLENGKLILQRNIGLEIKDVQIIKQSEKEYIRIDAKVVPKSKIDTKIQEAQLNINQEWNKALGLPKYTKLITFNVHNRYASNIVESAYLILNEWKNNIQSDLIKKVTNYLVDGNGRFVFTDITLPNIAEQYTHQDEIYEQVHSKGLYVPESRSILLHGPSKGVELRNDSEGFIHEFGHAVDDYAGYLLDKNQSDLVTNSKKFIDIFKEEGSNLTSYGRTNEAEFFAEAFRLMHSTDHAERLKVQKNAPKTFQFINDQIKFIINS
PfHsp40 yeast: rescue of PfHsp40-mediated yeast toxicity | S. cerevisiae expressing PfHsp40, growth rescue, ATP luminescence | AID 504582 | 340,000 compounds, 0.68% hits | growth rescue, % at 12.5 µM; in the data active means growth rescue above about 28%, passing the limit was not always enough;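 further: yeast W303a lacking pdr1 and pdr3 grown in galactose medium; growth measured after three days at 30 °C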
MazF activator: increases E. coli MazEF RNase cleavage of RNA; P0AE70; FAM/BHQ RNA-DNA oligo cleavage fluorescence, 5 h; activation, % at 20 µM; 350,000 compounds, 0.32% hits; AID 504720; in the data active means activation above about 50%
Target sequence (P0AE70 whole entry, looked up): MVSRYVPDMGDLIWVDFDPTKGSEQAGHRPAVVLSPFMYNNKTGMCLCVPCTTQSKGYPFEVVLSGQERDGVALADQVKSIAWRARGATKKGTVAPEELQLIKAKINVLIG
VHR inh abs: DUSP3 (human) phosphatase inhibition | P51452 | recombinant VHR phosphatase, pNPP absorbance | inhibition, % at 13.3 µM | 290,000 compounds, 0.52% hits; in the data active means inhibition above about 50%; further: some compounds called inactive have numbers as strong as hits
Target sequence (P51452 whole entry, looked up): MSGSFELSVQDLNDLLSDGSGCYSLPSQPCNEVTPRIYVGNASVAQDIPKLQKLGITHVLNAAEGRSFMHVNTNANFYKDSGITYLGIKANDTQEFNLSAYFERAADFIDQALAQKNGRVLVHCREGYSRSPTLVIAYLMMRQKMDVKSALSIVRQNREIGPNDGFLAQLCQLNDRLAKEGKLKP
3CLpro inhibitor: SARS-CoV 3CLpro protease inhibition; AID 1706; P0C6X7; recombinant SARS-CoV 3CLpro, quenched FRET peptide cleavage; inhibition, % at 6 µM; 290,000 compounds, 0.14% hits; in the data active means inhibition above about 12%
TcdB GH inh: blocks C. difficile toxin B glycohydrolase activity. P18177. TcdB glycohydrolase enzymatic assay, plate reader. inhibition, % at 9.99 µM. 350,000 compounds, 0.24% hits. AID 652162; in the data active means inhibition above about 10%
Yp Topo-I inh: blocks Yersinia pestis topoisomerase I activity; Y. pestis Topo-I cleavage product accumulation, plate reader; activity, % at 10 µM; 360,000 compounds, 0.064% hits; in the data active means activity above about 50%, passing the limit was not always enough; further: inactives centre near 2
PriA SSB inh: blocks PriA binding to SSB C-terminal tail; AlphaScreen SSBct-PriA binding, biotinylated peptide; inhibition, % at 33 µM; 430,000 compounds, 0.6% hits; AID 1272365; in the data active means inhibition mostly above about 37%, no sharp cut-off; inactive means mostly below about 20%;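 further: plate controls were negative control peptide for no effect and reference peptide for full effect; strong numbers were not always called active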
Numbers without * were called inactive; & = joins results of further samples. These rows are one share of the data (hit frequency here may not be typical).

Screening COc1ccc(S(=O)(=O)Nc2ccc3c(c2)n(C)c(=O)n3C)cc1C returned Vc quorum ag -0.1, Rv3671c protease 5, Anthrax LF inh2 -1, PfHsp40 yeast -0.3, MazF activator 9, VHR inh abs 17, 3CLpro inhibitor 9, TcdB GH inh 1.6, Yp Topo-I inh 11 and PriA SSB inh -10.
O=C(Nc1ccc(Oc2ccccc2)cc1)c1csc([C@@H]2O[C@H](CO)[C@H](O)[C@H](O)[C@H]2O)n1 was read as Vc quorum ag inactive, Anthrax LF inh2 -4, TcdB GH inh -1.5 and Yp Topo-I inh -3.
Screening Nc1ccc(Cc2nc3c(ccc4ccccc43)[nH]2)cc1 returned Vc quorum ag -0.4, Rv3671c protease 4, Anthrax LF inh2 -4, PfHsp40 yeast -0.4, MazF activator 5, VHR inh abs 48, 3CLpro inhibitor 4, TcdB GH inh 3.8, Yp Topo-I inh -7 and PriA SSB inh 25.
`COc1cc2c(=O)c(-c3ccc(O)cc3)coc2cc1OC1OC(CO)C(O)C(O)C1O` (stereo not drawn) gave Vc quorum ag inactive, Rv3671c protease -11, Anthrax LF inh2 -1, PfHsp40 yeast -1.7, MazF activator 3, VHR inh abs 1, 3CLpro inhibitor 0, TcdB GH inh 0.7, Yp Topo-I inh 1 and PriA SSB inh -21.
For CCOc1cc(-c2noc(CCC(=O)NCC3CCCO3)n2)ccc1OC (stereo not drawn) the results were Vc quorum ag -0.5, Rv3671c protease -2, Anthrax LF inh2 10, PfHsp40 yeast 0.5, MazF activator 7, VHR inh abs 22, 3CLpro inhibitor 1, TcdB GH inh -0.5, Yp Topo-I inh 4 and PriA SSB inh -17.
`O=C(O)c1nn(Cc2csc(-c3ccccc3)n2)c(=O)c2ccccc12` gave Vc quorum ag -0.5, Rv3671c protease -17, Anthrax LF inh2 0, PfHsp40 yeast -0.5, MazF activator 13, VHR inh abs 31, 3CLpro inhibitor -2, TcdB GH inh 2.8, Yp Topo-I inh -1 and PriA SSB inh -16.
CCN1C(=O)C(O)(CC(=O)/C=C/C=C/c2ccccc2)c2ccccc21 (stereo not drawn) was read as Vc quorum ag -4.5, Rv3671c protease -10, Anthrax LF inh2 -2, PfHsp40 yeast -0.8, MazF activator 4, VHR inh abs 20, 3CLpro inhibitor 0, Yp Topo-I inh 22 and PriA SSB inh 2.
Screening CN1C(=O)C(C)(C)c2cc(S(=O)(=O)N3CCCC(C(=O)Nc4ccc(Cl)cc4)C3)ccc21 (stereo not drawn) returned Vc quorum ag -0.2, Rv3671c protease -14, Anthrax LF inh2 -13, PfHsp40 yeast 0.6, MazF activator 9, VHR inh abs 21, 3CLpro inhibitor 1, TcdB GH inh 0.1, Yp Topo-I inh 18 and PriA SSB inh 10.
Screening CCOC(=O)c1c(NC(=O)COC(=O)C2CCC2)sc(C(=O)N(C)C)c1C returned Vc quorum ag inactive, Anthrax LF inh2 0, PfHsp40 yeast 1.5, MazF activator 2, TcdB GH inh 1.0, Yp Topo-I inh 10 and PriA SSB inh -2.
Screening O=C1CSC(=S)N1N=Cc1ccc2c(c1)OCO2 returned Vc quorum ag -1.1, Anthrax LF inh2 0, PfHsp40 yeast 0.7, MazF activator 9, TcdB GH inh -1.0, Yp Topo-I inh -3 and PriA SSB inh -6.
`CCc1ccc(C(C)NC(=O)COC(=O)c2ccc(-n3cnnn3)cc2)cc1` (stereo not drawn) gave Vc quorum ag inactive, Rv3671c protease -28, Anthrax LF inh2 4, PfHsp40 yeast 0.3, MazF activator 0, TcdB GH inh 0.5, Yp Topo-I inh -8 and PriA SSB inh -16.
CCOc1ccc(CN(C)C(=O)CNC(=O)c2sc3ccccc3c2Cl)cc1 was read as Vc quorum ag 0.0, Rv3671c protease 1, Anthrax LF inh2 -6, PfHsp40 yeast -1.1, MazF activator -2, TcdB GH inh 0.8, Yp Topo-I inh 3 and PriA SSB inh 1.
Screening COc1ccc(/C=C/C(=O)NCCc2nc3ccccc3[nH]2)cc1 returned Vc quorum ag inactive, Rv3671c protease -1, Anthrax LF inh2 -15, PfHsp40 yeast 1.0, MazF activator 2, VHR inh abs 5, 3CLpro inhibitor -4, TcdB GH inh 2.4, Yp Topo-I inh 4 and PriA SSB inh 3.
`O=C(COc1ccc(Br)cc1)NNC(=O)c1cc(S(=O)(=O)N2CCOCC2)ccc1Cl` gave Vc quorum ag inactive, PfHsp40 yeast -0.8, MazF activator 2, TcdB GH inh -1.1, Yp Topo-I inh 1 and PriA SSB inh -9.
Screening COc1cccc(NC(=O)CC2C(=O)NC3CCCCC3N2C(=O)c2ccccc2)c1 (stereo not drawn) returned Vc quorum ag -0.1, Rv3671c protease 4, Anthrax LF inh2 -4, PfHsp40 yeast 1.1, MazF activator 4, VHR inh abs 22, 3CLpro inhibitor -3, TcdB GH inh -0.3, Yp Topo-I inh -11 and PriA SSB inh 1.

The last 5 compounds of the section before lead into the next.
`CCc1ccc(C(C)NC(=O)COC(=O)c2ccc(-n3cnnn3)cc2)cc1` (stereo not drawn) gave Vc quorum ag inactive, Rv3671c protease -28, Anthrax LF inh2 4, PfHsp40 yeast 0.3, MazF activator 0, TcdB GH inh 0.5, Yp Topo-I inh -8 and PriA SSB inh -16.
CCOc1ccc(CN(C)C(=O)CNC(=O)c2sc3ccccc3c2Cl)cc1 was read as Vc quorum ag 0.0, Rv3671c protease 1, Anthrax LF inh2 -6, PfHsp40 yeast -1.1, MazF activator -2, TcdB GH inh 0.8, Yp Topo-I inh 3 and PriA SSB inh 1.
Screening COc1ccc(/C=C/C(=O)NCCc2nc3ccccc3[nH]2)cc1 returned Vc quorum ag inactive, Rv3671c protease -1, Anthrax LF inh2 -15, PfHsp40 yeast 1.0, MazF activator 2, VHR inh abs 5, 3CLpro inhibitor -4, TcdB GH inh 2.4, Yp Topo-I inh 4 and PriA SSB inh 3.
`O=C(COc1ccc(Br)cc1)NNC(=O)c1cc(S(=O)(=O)N2CCOCC2)ccc1Cl` gave Vc quorum ag inactive, PfHsp40 yeast -0.8, MazF activator 2, TcdB GH inh -1.1, Yp Topo-I inh 1 and PriA SSB inh -9.
Screening COc1cccc(NC(=O)CC2C(=O)NC3CCCCC3N2C(=O)c2ccccc2)c1 (stereo not drawn) returned Vc quorum ag -0.1, Rv3671c protease 4, Anthrax LF inh2 -4, PfHsp40 yeast 1.1, MazF activator 4, VHR inh abs 22, 3CLpro inhibitor -3, TcdB GH inh -0.3, Yp Topo-I inh -11 and PriA SSB inh 1.
Screening O=C(CSc1ncn(-c2ccccc2)n1)c1cccs1 returned Vc quorum ag -3.4, Rv3671c protease -7, Anthrax LF inh2 -4, PfHsp40 yeast 0.5, MazF activator 9, VHR inh abs -11, 3CLpro inhibitor -1, Yp Topo-I inh 1 and PriA SSB inh -14.
`CCOC(=O)C1(CCOc2ccccc2)CCN(Cc2cccc(OCCO)c2)CC1` gave Vc quorum ag -0.2, Rv3671c protease -1, Anthrax LF inh2 -6, PfHsp40 yeast -0.9, MazF activator -6, VHR inh abs 2, 3CLpro inhibitor 1, TcdB GH inh 1.0, Yp Topo-I inh 14 and PriA SSB inh -7.
Screening CCCCNC1=NCCS1 returned Vc quorum ag 1.8, Rv3671c protease 8, Anthrax LF inh2 -5, PfHsp40 yeast 0.3, MazF activator -6, VHR inh abs 2, 3CLpro inhibitor -3, TcdB GH inh -1.3, Yp Topo-I inh 0 and PriA SSB inh -2.
CN(C)c1ccc(C(=S)N2CCN(c3ccccc3)CC2)cc1 was read as Rv3671c protease 1, Anthrax LF inh2 -4, PfHsp40 yeast 0.0, MazF activator -2, VHR inh abs 35, 3CLpro inhibitor 1, Yp Topo-I inh 10 and PriA SSB inh 34.
Screening C[C@H]1CCCCO[C@@H](CN(C)C(=O)NC2CCCCC2)[C@@H](C)CN([C@@H](C)CO)C(=O)c2cc(NC(=O)Cc3ccccc3)ccc2O1 returned Vc quorum ag -0.4, Anthrax LF inh2 -2, MazF activator -6, TcdB GH inh 0.2&0.3 and Yp Topo-I inh 22.
Screening COc1ccc(N2C(=O)NC(NC(=O)c3cccnc3)(C(F)(F)F)C2=O)cc1 (stereo not drawn) returned Vc quorum ag -0.6, Rv3671c protease 1, Anthrax LF inh2 -3, PfHsp40 yeast 1.2, MazF activator 3, VHR inh abs 5, 3CLpro inhibitor 2, TcdB GH inh 0.8, Yp Topo-I inh -7 and PriA SSB inh -12.
CC(C)C[C@H](NC(=O)N1CCn2c1nc1ccccc12)C(=O)NC1CC1 was read as Vc quorum ag 0.2, Rv3671c protease 10, Anthrax LF inh2 -2, PfHsp40 yeast 1.7, MazF activator 6, VHR inh abs 11, 3CLpro inhibitor 7, TcdB GH inh 1.0, Yp Topo-I inh 4 and PriA SSB inh 3.
COC(=O)C(C)NC(=O)C1CCCN1C(=O)CNC(=O)OCc1ccccc1 (stereo not drawn) was read as Vc quorum ag inactive, Rv3671c protease 4, Anthrax LF inh2 17, PfHsp40 yeast 5.3, MazF activator -4, VHR inh abs -2, 3CLpro inhibitor 2, TcdB GH inh -7.4, Yp Topo-I inh 2 and PriA SSB inh 0.
`CCN(CC)C(=O)c1cc2c(=O)n3cccc(C)c3nc2n1C` gave Vc quorum ag -0.3, Rv3671c protease 1, Anthrax LF inh2 -1, PfHsp40 yeast -1.4, MazF activator 5, VHR inh abs 7, 3CLpro inhibitor 1, Yp Topo-I inh -4 and PriA SSB inh -14.
CC(C)OC(=O)C(CC(=O)O)NCc1ccccc1 (stereo not drawn) was read as Vc quorum ag inactive, Rv3671c protease -3, Anthrax LF inh2 -4, PfHsp40 yeast -0.2, MazF activator 3, VHR inh abs 23, 3CLpro inhibitor 4, Yp Topo-I inh 3 and PriA SSB inh -15.
CCOC(=O)c1c(C)[nH]c(N=Nc2ccc(OC)cc2)c1C was read as Vc quorum ag -0.2, Rv3671c protease 3, Anthrax LF inh2 -6, PfHsp40 yeast 16, MazF activator -14, VHR inh abs 13, 3CLpro inhibitor -2, TcdB GH inh 0.9, Yp Topo-I inh 5 and PriA SSB inh -4.
`COc1cc(C)c(S(=O)(=O)N2CCN(C)CC2)cc1C` gave Vc quorum ag inactive, Rv3671c protease -3, Anthrax LF inh2 1, PfHsp40 yeast -1.4, MazF activator -2, VHR inh abs 4, 3CLpro inhibitor 3, Yp Topo-I inh 5 and PriA SSB inh -5.
`C#CCOCCOCCOCCNc1nc(N2CCN(C(=O)Cn3cc(CCO)nn3)CC2)nc(N2CCN(C(=O)Cn3cc(CCCCN)nn3)CC2)n1` gave Vc quorum ag inactive, Anthrax LF inh2 2, PfHsp40 yeast -1.4, MazF activator 8, TcdB GH inh 0.1, Yp Topo-I inh 3 and PriA SSB inh -11.
For CCC(C)(C)NC(=O)C(Sc1ccccc1)c1ccccc1 (stereo not drawn) the results were Vc quorum ag inactive, Rv3671c protease -5, Anthrax LF inh2 -4, PfHsp40 yeast 0.5, MazF activator -1, VHR inh abs 22, 3CLpro inhibitor 3, TcdB GH inh 0.8, Yp Topo-I inh 5 and PriA SSB inh -6.
CC(C)=CCC/C(C)=C/C=N/NC(=O)c1ccc([N+](=O)[O-])cc1 was read as Vc quorum ag -0.5, Rv3671c protease 2, Anthrax LF inh2 -8, PfHsp40 yeast -0.8, MazF activator 6, VHR inh abs 16, 3CLpro inhibitor 5 and Yp Topo-I inh -9.
For CCOc1cc(C2/C(=C(/O)c3ccc(OC)cc3)C(=O)C(=O)N2CC2CCCO2)ccc1O (stereo not drawn) the results were Rv3671c protease -4, MazF activator 1, VHR inh abs 17 and 3CLpro inhibitor 1.
Screening O=C(O)Cc1c(-c2ccccc2)c2cc(Cl)ccc2[nH]c1=O returned Vc quorum ag -0.5, Rv3671c protease -3, Anthrax LF inh2 -7, PfHsp40 yeast -1.5, MazF activator 2, VHR inh abs -3, 3CLpro inhibitor 1, TcdB GH inh 0.9, Yp Topo-I inh 10 and PriA SSB inh 4&1.
O=C(Cc1ccc(Br)cc1)Nc1cccc(S(=O)(=O)N2CCCCC2)c1 was read as Vc quorum ag 0.3, Anthrax LF inh2 0, MazF activator -3, TcdB GH inh -8.5 and Yp Topo-I inh -8.
